# SUMO1-SIM PPI: SUMO1-SIM interaction modulation | AID 602429 | 360,000 compounds, 0.33% hits | inhibition, % at 20 µM | SUMO1 binding to a labelled peptide, TR-FRET, 1 h | P63165; in the data active means inhibition above about 37%
# Target sequence (P63165 whole entry, looked up): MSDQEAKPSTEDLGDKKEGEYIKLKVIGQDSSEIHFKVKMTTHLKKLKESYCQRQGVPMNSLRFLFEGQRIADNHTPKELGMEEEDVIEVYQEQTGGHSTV
# NRP1-CendR mod: NRP-1/CendR interaction modulation. O14786. FAM-RPARPAR peptide binding to NRP-1, fluorescence polarization. inhibition, % at 25 µM. 360,000 compounds, 0.85% hits. AID 602438;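 active means inhibition or corrected inhibition above about 18%, plus a signal ratio from 0.5 to 1.5, limit read from the data, passing the limit was not always enough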; further: strong numbers were not always called active
# DNMT1 inh: inhibitors of human DNMT1; inhibition (reported as % activation of signal), % at 10 µM; DNMT1 molecular beacon, Hinp1I cleavage, fluorescence; 360,000 compounds, 0.83% hits; AID 588458; in the data active means inhibition above about 50%
# STEP block: inhibitors of human striatal-enriched phosphatase STEP. recombinant STEP, OMFP fluorogenic substrate, fluorescence. inhibition, % at 20 µM. 360,000 compounds, 0.25% hits;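 active means inhibition at 20 µM, scaled per plate between control wells, above about 37%, limit read from the data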;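 further: 0% = DMSO with enzyme and substrate and 100% = substrate only without enzyme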
# Target sequence (P54829 whole entry, looked up): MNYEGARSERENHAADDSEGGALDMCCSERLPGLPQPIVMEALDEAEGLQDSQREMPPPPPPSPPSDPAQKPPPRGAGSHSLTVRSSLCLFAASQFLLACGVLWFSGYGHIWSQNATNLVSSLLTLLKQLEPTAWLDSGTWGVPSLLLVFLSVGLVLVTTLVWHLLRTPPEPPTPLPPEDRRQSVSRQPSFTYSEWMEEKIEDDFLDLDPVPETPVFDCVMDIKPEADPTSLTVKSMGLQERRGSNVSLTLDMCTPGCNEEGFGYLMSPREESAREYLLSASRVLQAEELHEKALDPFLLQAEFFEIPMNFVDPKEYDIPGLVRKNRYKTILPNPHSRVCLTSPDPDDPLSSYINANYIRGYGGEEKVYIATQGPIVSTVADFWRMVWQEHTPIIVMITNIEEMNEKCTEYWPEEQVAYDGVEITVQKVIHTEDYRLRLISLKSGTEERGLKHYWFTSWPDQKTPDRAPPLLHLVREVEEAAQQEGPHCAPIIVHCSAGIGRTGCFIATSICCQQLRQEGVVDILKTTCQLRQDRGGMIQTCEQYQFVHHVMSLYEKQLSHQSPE
#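 System: STEP (striatal-enriched tyrosine phosphatase) enzyme, cell-free; medium: Bis-Tris pH 6.0 buffer with DTT, detergent; dosing: 20 µM, 1% DMSO; times: reaction 20 min, ambient temperature; detection: fluorescence, 480/540 nm; read-out basis: normalized % inhibition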
# MsrA inhibitor: bovine MsrA inhibition | 360,000 compounds, 0.75% hits | purified bovine MsrA, absorbance read-out | inhibition, % at 15.5 µM | AID 651718; in the data active means inhibition above about 4.5%;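 further: 0% = vehicle wells with enzyme and 100% = reference inhibitor wells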
# bovine MsrA act: bovine methionine sulfoxide reductase A activation; purified bovine MsrA, absorbance read-out; activation, % at 10.6 µM; 360,000 compounds, 0.3% hits; AID 602163; in the data active means activation above about 7.5%;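 further: 0% = vehicle and 100% = reference activator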
# Scp1 inh: inhibitors of human Scp-1 phosphatase | Q9GZU7 | Recombinant Scp1, phosphopeptide, malachite green phosphate absorbance | inhibition, % at 20 µM | 340,000 compounds, 0.88% hits;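 active means inhibition above about 50% at 20 µM, limit read from the data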;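 further: plate controls were DMSO wells with enzyme for no effect and wells lacking enzyme for full effect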
# Target sequence (Q9GZU7 76-261 limits assumed): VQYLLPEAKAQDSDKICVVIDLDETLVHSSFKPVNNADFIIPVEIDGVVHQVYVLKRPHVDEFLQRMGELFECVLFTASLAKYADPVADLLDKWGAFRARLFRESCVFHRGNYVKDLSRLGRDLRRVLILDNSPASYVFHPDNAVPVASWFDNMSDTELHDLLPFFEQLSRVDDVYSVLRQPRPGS
#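 Assay system: SCP-1 catalytic fragment, aa 76-261 | Buffer or medium: Tris acetate buffer pH 5.5 with MgCl2 and Tween-20 | Compound: One concentration, 20 µM, with 1.0% DMSO | Also added: Phospho 17-mer peptide substrate | Signal: Absorbance at 630 nm | Incubation: 45 min enzyme reaction at room temperature | Measure: % inhibition of SCP-1 phosphate liberation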
# LMPTP block: blocks human LMPTP phosphatase; 360,000 compounds, 0.22% hits; P24666; recombinant LMPTP-A, OMFP fluorogenic substrate, fluorescence intensity; inhibition, % at 20 µM; AID 651560;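 active means compounds that cut the enzyme signal by at least half of the control window in the single-dose screen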;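 further: plate controls were DMSO wells with enzyme plus substrate for no effect and substrate without enzyme for full effect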
# Target sequence (P24666 whole entry, looked up): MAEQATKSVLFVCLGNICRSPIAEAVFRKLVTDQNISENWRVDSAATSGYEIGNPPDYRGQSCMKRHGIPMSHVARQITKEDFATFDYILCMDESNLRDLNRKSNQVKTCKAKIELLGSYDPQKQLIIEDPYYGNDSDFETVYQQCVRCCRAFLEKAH
#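 Test system: LMPTP-A, protein tyrosine phosphatase of low molecular weight; Input: 0.625 nM enzyme; Incubation: 50 min dark incubation at room temperature; Signal: endpoint fluorescence intensity from OMFP dephosphorylation; Read-out basis: % inhibition versus control wells.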
# Tb MetRS inh: blocks T. brucei methionyl-tRNA synthetase activity; 360,000 compounds, 0.4% hits; purified T. brucei MetRS, ATP depletion, Kinase-Glo luminescence; AID 624268; inhibition, % at 11.9 µM;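 active means inhibition above a per-plate cutoff of the control wells' mean inhibition plus 3 SD, cut at about 5.5% in these data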;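 further: 0% = DMSO wells median and 100% = median of wells with control inhibitor compound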
#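 technique = Kinase-Glo luminescence, ATP depletion format | system = purified MetRS (methionyl-tRNA synthetase) enzyme from Trypanosoma brucei | timing = 15 min preincubation, 2 h reaction, all 25 °C | evaluation = percent inhibition versus plate control medians | dosing = single dose, 11.9 µM final nominal, 0.9% final DMSO | also added = substrates ATP, L-methionine and bulk Escherichia coli tRNA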
# eLon inh: E. coli protease La inhibition; P0A9M0; purified E. coli Lon protease, fluorescence polarization; inhibition, % at 7.94 µM; 360,000 compounds, 0.42% hits; in the data active means inhibition above about 13%, passing the limit was not always enough;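 further: 0% = enzyme with probe and DMSO and 100% = no enzyme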
# Numbers without * were called inactive; . = no result given. Compounds were not picked by outcome; any-hit rate near 4.3%.
SMILES,SUMO1-SIM PPI,NRP1-CendR mod,DNMT1 inh,STEP block,MsrA inhibitor,bovine MsrA act,Scp1 inh,LMPTP block,Tb MetRS inh,eLon inh
CC12c3ccccc3C(c3ccccc31)C1C(=O)N(Cc3cccnc3)C(=O)[C@H]12 (stereo partly drawn),0.7,0.9,-3.6,-2.1,-1.7,-1.9,-5.3,-0.1,-0.3,-4.0
Cc1cccc2cc(CN(Cc3ccc(F)cc3)C(=O)N3CCOCC3)c(=O)[nH]c12,-1.7,-4.6,-3.7,-1.5,-0.5,-2.1,-6.3,-1.2,-0.3,3.4
COc1ccccc1OCC(=O)NCCc1nc2ccccc2[nH]1,1.3,7.0,-1.2,0.0,0.1,2.5,-1.6,-0.8,-0.1,-4.0
COc1ccc(-c2oc(=O)c3cc(OC)c(OC)cc3c2/C=C/c2ccc([N+](=O)[O-])cc2)cc1,-3.4,5.7,-6.6,0.7,0.9,-6.1,5.4,0.6,-0.5,9.3
O=C(c1ccc(OC2CCN(Cc3cccc(OCCO)c3)CC2)cc1)N1CCCC1,-0.9,-8.5,-1.1,-3.8,-0.7,-4.0,-5.2,2.0,-0.3,-1.9
O=C(NCc1ccco1)c1ccc2c(c1)C(=O)N(C1CCCCC1)C2=O,-14.5,2.3,-2.2,-7.9,1.2,-11.3,7.4,0.0,-1.5,1.3
CCOC(=O)c1oc2ccccc2c1NC(=O)COc1ccc(F)cc1,4.1,-6.2,10.9,6.2,.,-7.3,-6.5,-1.6,-0.3,-13.6
Cc1cc(C)c(S(=O)(=O)N2CCN(C(=O)c3ccc4c(c3)OCO4)CC2)c(C)c1,6.9,13.0,2.9,2.4,0.1,-0.1,-7.2,1.8,0.1,0.6
Cc1cccc(-n2nc(CC#N)c(C#N)c2N)c1,17.6,-14.8,-9.4,0.8,-1.4,-1.7,1.6,-0.4,-0.3,6.3
Cc1ccc(C)c(S(=O)(=O)N2CCN(C(=O)c3ccc4ccccc4n3)CC2)c1,13.0,-0.1,-4.1,-2.5,0.2,-1.1,8.5,0.7,0.0,3.6
COc1cc(NC(=O)C2CC2)c(C(=O)O)cc1OC,-0.9,2.7,-2.2,-1.2,0.8,-10.0,-0.3,-1.9,-0.9,6.5
CC(=O)c1c(O)c2ccccc2n(Cc2ccccc2)c1=O,8.7,-0.9,3.1,1.6,1.4,0.3,-13.2,0.3,-0.1,-2.4
CCc1noc(C)c1C(=O)N1CCCC(CCC(=O)NCc2cccc(OC)c2)C1 (stereo not drawn),2.6,6.0,4.5,-0.6,2.3,-3.3,-7.2,-3.6,0.1,-1.7
O=C(NCCCN1CCN(c2cccc(Cl)c2)CC1)c1cccc(N2CCCC2=O)c1,1.9,-1.0,-2.2,-0.1,0.8,1.9,-3.3,1.5,-0.9,-11.1
O=C(COc1ccc(F)cc1)Nc1ccc(S(=O)(=O)Nc2ncccn2)cc1,1.6,-5.5,-3.5,0.6,-1.4,-1.6,-1.1,-1.1,-0.1,-13.1
O=C(Nc1ccccc1)N1CCC(c2ccccc2)C1 (stereo not drawn),-0.1,4.5,0.0,-2.2,-0.7,-5.2,0.8,0.1,0.0,-3.1
CC(=O)Nc1ccc(S(=O)(=O)Nc2nc3ccccc3nc2Nc2ccc(N)cc2)cc1,4.9,132.9,-18.3,-3.0,2.5,-4.5,-5.6,2.0,-0.2,-392.3
COc1ccc(NC(=O)CN(C)C(=O)c2cc(-c3cccs3)nn2-c2ccccc2)cc1,-0.7,-9.7,-4.0,2.7,-0.4,1.4,-2.7,1.5,-0.2,-7.4
O=C(COC(=O)c1cccs1)c1ccc2ccccc2c1,-17.8,-3.9,-14.8,2.2,0.2,-8.0,-10.9,1.6,-0.8,7.1
Cc1ccc(C(=O)Nc2cccc(S(=O)(=O)N3CCCCC3)c2)cc1S(=O)(=O)N1CCOCC1,-1.3,8.1,-7.7,-0.7,-0.5,-3.8,-2.2,0.8,-0.5,-2.1
CN(Cc1ccccc1)C(=O)CN1C(=O)c2ccccc2C1=O,-22.7,3.0,0.9,-2.9,-0.8,-3.8,-6.0,-0.1,1.1,-4.9
O=C(NCC(=O)N(c1cccc(F)c1)C(C(=O)NC1CCCC1)c1ccco1)c1ccco1 (stereo not drawn),-2.0,1.6,-1.6,0.2,0.2,-3.0,-3.3,-0.8,0.3,-6.4
O=C(Nc1ccn(CCCNCC2CCCCC2)c(=O)n1)OCc1ccccc1,-0.5,3.9,1.4,0.5,-0.3,-1.6,.,-1.9,-0.4,-1.9
CC(C)CNC(=S)NNC(=O)c1csc2c1CCC(C)C2 (stereo not drawn),4.2,1.1,-1.4,-0.4,-1.3,5.3,-6.4,1.4,0.0,-17.9
CN1C(=O)C(O)(c2nnc(-c3ccccc3)o2)c2ccccc21 (stereo not drawn),-1.4,12.8,-3.2,-3.3,-1.1,-2.3,-6.2,-1.6,-0.4,-3.5
CC(C)CC(NC(=O)c1ccco1)C(=O)Nc1ccc2c(c1)OCCO2 (stereo not drawn),-0.8,-10.1,-0.2,-1.6,-0.3,-4.5,-4.1,-1.3,-0.8,-5.9
COC(=O)[C@]1(S(=O)(=O)c2ccccc2)C[C@@H]2ON=C(c3ccc(OC)cc3)[C@@H]2C1,0.4,-5.8,-11.9,-1.8,1.6,-3.8,-10.3,-0.5,-0.5,-11.8
Cc1cc(C)cc(SCc2noc(C(=O)NC(C)C)c2C(=O)O)c1,3.8,11.0,4.8,4.2,-0.8,-1.7,-8.1,-0.5,0.4,-2.0
NC(=O)c1cc[n+](CC(=O)c2ccc(NC(=O)c3ccccc3)cc2)cc1,-24.4,-6.7,-1.7,0.3,0.5,-2.2,-2.8,-0.1,-0.8,1.3
CC1CCc2nn(CC(=O)NC3CCCC(C)C3C)cc2C1 (stereo not drawn),3.5,4.3,0.0,-3.2,-1.4,-6.0,-8.0,0.4,1.5,6.7
Cc1cc(-c2ccc(Br)cc2)n[nH]1,-1.3,-12.1,-1.2,-2.9,-1.5,-10.5,-1.4,0.3,-0.9,-5.7
CC(C)(C)C(=O)Nc1nnc(CSCc2ccccc2F)s1,-0.5,-1.4,-3.4,1.2,1.8,-0.3,-14.3,0.6,0.2,0.0
CCC(=O)Nc1ccc(NC(=O)CSc2nnc(C(C)C)n2C)cc1,-4.8,4.0,-4.0,-2.5,0.8,1.3,-9.7,-0.3,-0.1,2.9
COc1ccc(CCNc2c3ccccc3nc3ccccc23)cc1OC,-4.5,-6.1,39.3,-2.5,-1.6,-12.5,-6.6,8.2,-0.3,6.6
CC1(C(=O)N2CCCCC2)CCN1C(=O)c1ccccc1CCc1ccccc1 (stereo not drawn),3.8,-3.2,-1.5,-1.2,-0.7,0.9,.,-0.1,0.4,-1.9
O=C(NCC1CCCO1)c1ccc(CSCc2cccc(F)c2)o1 (stereo not drawn),-4.7,8.5,1.6,3.1,0.1,-0.1,2.5,0.3,0.2,4.1
COc1ccc(C(=O)NCCSc2ccc(C)cc2)cc1,6.3,5.1,3.6,-2.9,-0.1,-3.1,-9.1,-0.2,-0.6,-1.4
COc1cccc(Nc2cc(N3CCOCC3)c3nonc3c2[N+](=O)[O-])c1,-21.6,-14.3,-10.0,5.7,-0.3,0.1,-5.6,3.7,-0.7,-6.9
O=C(CSc1nc2ccccc2c(=O)n1Cc1ccccc1)NCc1ccco1,2.4,6.1,12.7,-1.3,1.2,0.1,-8.4,0.7,-0.8,-4.9
Cc1nc(SCC(=O)c2cccc([N+](=O)[O-])c2)n[nH]1,-23.0,8.8,0.1,-0.5,0.6,-9.5,-1.8,-2.6,-1.2,1.3
COc1ccc2cc3cc(C(=O)N4CCN(C5CCCCC5)CC4)oc3nc2c1,-34.1,5.3,-2.4,-0.5,.,-1.8,3.4,1.4,-0.4,2.6
Cc1cccc(C)c1NC(=O)COC(=O)c1c(C)nn(-c2ccccc2)c1C,-0.9,2.9,-2.6,-1.4,0.5,-2.7,1.2,-0.1,-0.4,-8.0
O=C(N/N=C/c1cc([N+](=O)[O-])ccc1O)Nc1ccccc1,-21.4,-4.8,0.9,0.3,3.4,-4.4,-4.9,1.2,0.1,6.5
COC(=O)c1sccc1NC(=O)Nc1ccc(C)cc1,2.4,12.4,-1.1,-2.5,0.0,-4.1,-11.6,1.1,-0.5,2.3
Cc1nnc(NC(=O)c2ccccc2F)s1,9.2,-2.7,-1.0,-1.3,-0.4,-3.2,0.2,-0.8,-0.6,-11.2
CC(NC(=O)COc1ccc(Br)cc1)C1CCCO1 (stereo not drawn),0.5,0.6,0.0,-2.7,-0.3,-7.5,-2.4,-2.8,0.1,6.4
Cc1ccc(-n2cccn2)c([C@@H]2C[C@H]3CN(C)C(=O)[C@]34CCCN24)c1,3.3,-14.0,-3.2,-3.6,-0.1,-2.5,4.0,-1.1,2.4,2.5
Cc1ccc(NC(=O)CCCNC(=O)c2ccc(Cl)cc2)cc1S(=O)(=O)N1CCCCC1,-1.9,-2.7,-2.0,-1.9,-1.3,-2.1,-6.2,1.2,-0.1,-10.5
CC(=O)Nc1ccc(C2C(=O)c3ccccc3C2=O)cc1,-31.4,0.7,-2.7,-2.7,-0.4,-1.4,-8.9,0.3,0.0,6.9
COc1ccc(/C=C/C(=O)Oc2ccc(/C=N\NC(=O)c3ccc(F)cc3)cc2)cc1,-5.0,4.9,4.6,-2.5,0.8,-6.0,-7.4,-0.4,0.2,1.1
CC(C)c1nc(SCC(=O)NC2CCCCC2)c2ccccc2n1,6.2,6.0,-2.0,-1.4,-0.3,-12.3,-9.3,-1.1,-0.6,3.7
CCC(C)(C)NCC(=O)Nc1ccc(OC(F)(F)F)cc1,-2.2,6.6,2.7,12.2,-0.1,-3.8,-7.2,0.5,0.6,-2.0

# An excerpt from further up:
SMILES,SUMO1-SIM PPI,NRP1-CendR mod,DNMT1 inh,STEP block,MsrA inhibitor,bovine MsrA act,Scp1 inh,LMPTP block,Tb MetRS inh,eLon inh
CC(C)c1nc(SCC(=O)NC2CCCCC2)c2ccccc2n1,6.2,6.0,-2.0,-1.4,-0.3,-12.3,-9.3,-1.1,-0.6,3.7
CCC(C)(C)NCC(=O)Nc1ccc(OC(F)(F)F)cc1,-2.2,6.6,2.7,12.2,-0.1,-3.8,-7.2,0.5,0.6,-2.0

# An excerpt of these results, with values under each structure:
# Results follow in this order: SUMO1-SIM PPI | NRP1-CendR mod | DNMT1 inh | STEP block | MsrA inhibitor | bovine MsrA act | Scp1 inh | LMPTP block | Tb MetRS inh | eLon inh
> Cc1cc(-c2ccc(Br)cc2)n[nH]1
 : -1.3 | -12.1 | -1.2 | -2.9 | -1.5 | -10.5 | -1.4 | 0.3 | -0.9 | -5.7
> CC(C)(C)C(=O)Nc1nnc(CSCc2ccccc2F)s1
 : -0.5 | -1.4 | -3.4 | 1.2 | 1.8 | -0.3 | -14.3 | 0.6 | 0.2 | 0.0

# Source: PubChem BioAssay (several laboratories)
